Source: PubChem (National Center for Advancing Translational Sciences (NCATS))
Imprint erasure: qHTS Assay for Compounds that Induce Erasure of Genomic Imprints. AID 1948, 2009. 0.02% of 110,000 active. mouse ES Peg3-LacZ reporter, beta-gal luminescence, 40 h. Potency, µM (titrated, usually from 60.7 µM), inactives show at the highest dose activity change, positive = activation, hits mostly activators;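 further: 0% = negative control wells on the plate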
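Readout: BetaGlo luminescence (5 min, room temp) for LacZ from the normally silent maternal Peg3 allele in female Peg3LacZ-Neo ES cells. Cells 300/well, 40 h, 37C, 5% CO2. Data normalized per plate to negative controls.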
IkB sig inh: IkB Signaling; ABC-DLBCL IkBa-CBG/CBR dual luciferase ratio, 4 h; response scale: scaled: untreated 0%, proteasome inhibitor 100%; Potency, µM (titrated, usually from 57.1 µM), without a hit: at the highest dose IkBa stabilization activation; 0.04% of 110,000 active; active means well fitted curve in the direction sought with a large enough effect in the signal ratio, not every such curve was filed as active; inconclusive means small, poorly fitted or top-dose-only effect, or a change in a side signal; the % refers to the signal ratio;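 further: the direction sought is a rising ratio; 0% = basal untreated cells and 100% = reference inhibitor full response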
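Curves were fitted separately to fusion (green), unfused (red) and ratio luminescence, then classed by r2, magnitude and activity. Cells: OCI-Ly3, 4 h compound plus doxycycline at 37C; 10 uM MG-132 defined full response.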
p53ts 39C tox: qHTS Screen for Compounds that Selectively Target Cancer Cells with p53 Mutations: Cytotoxicity of p53ts Cells at the Nonpermissive Temperature; H1299-p53A138V viability at 39C, ATP luminescence, 24 h; Potency, µM (highest dose often 46.1 µM), for inactives: at the top dose activity change, negative = cell killing, most hits filed as cytotoxic; 1.5% of 130,000 active; further: nearly all actives have a fitted effect of over 55% in size
p53ts 32C tox: qHTS Screen for Compounds that Selectively Target Cancer Cells with p53 Mutations: Cytotoxicity of p53ts Cells at the Permissive Temperature | H1299-p53A138V at 32C, ATP luminescence viability, 24 h | Potency, µM (top dose mostly 46.1 µM), without a hit: at the top dose activity change, negative = cytotoxicity, hits mostly cytotoxic | 0.93% of 130,000 active | AID 924, 2007;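 further: 0% = DMSO and -100% = full killing by reference compound; nearly all actives have a fitted effect of over 55% in size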
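Viability by ATPlite luminescence after 24 h compound treatment (up to 46 uM) at the permissive 32C. Cells are H1299 carrying p53 A138V. Scale runs from DMSO basal to 100 uM tamoxifen as full kill; AC50 from Hill fits.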
An asterisk follows results filed as active; ? = inconclusive; nt = no result given; & = joins results of further samples; [ ] = another dose, or the depositor's remark. Unless noted, the call rests on the fitted dose curve; in most records, active means well fitted curve in the direction sought with a large enough effect; inconclusive means small, poorly fitted or top-dose-only effect, or another doubt; inactive means no such curve, though single readings can be large; an effect the other way counts as inactive or inconclusive. Unless noted, on the % scale 0 is the no-effect control and ±100 the full control effect; potency means the concentration at half of the fitted maximal effect.

The line under a structure holds: Imprint erasure	IkB sig inh	p53ts 39C tox	p53ts 32C tox
- O=C(CSc1nc2nccnc2c(=O)n1CCc1c[nH]c2ccccc12)Nc1ccc(F)cc1
    -13%[10.9 µM]	0.4%	-9%	2%
- FC(F)(F)c1ccccc1-c1ccc2ncnc(NCc3cccs3)c2c1
    ?	2.9%[11.4 µM]	-5%	-3%
- CCC/C=C(\CCC)C(NS(=O)(=O)c1cccc2cccnc12)c1ccc(-c2ccccc2)cc1 (stereo not drawn)
    8%	nt	5%	17%
- C=C(C)C(O)/C=C/c1ccc(Br)cc1 (stereo not drawn)
    nt	nt	-18%[9.22 µM]	-5%[9.22 µM]
- COc1cccc(-c2nc(SCC(=O)NCc3ccccc3)c3c(=O)n(C)c(=O)n(C)c3n2)c1
    21%[10.9 µM]	0.8%	-4%	4%
- CCCCOc1ccc(NC2=NC3(CCCC3)N=C(N)N2)cc1
    -39%[inhibitor]	4.1%	9%	10%
- Cc1ccc(C(=O)Nc2ccccc2C(=O)NCc2ccco2)cc1S(=O)(=O)N1CCCCC1
    -26%	-0.3%	1%	3%
- O=C(O)/C=C\C(=O)Nc1ncn[nH]1
    -2%[10.9 µM]	-0.2%[11.4 µM]	-2%[9.22 µM]	-5%[9.22 µM]
- COc1ccc(C)cc1NC(=O)CN(C)S(=O)(=O)c1ccc2[nH]c(=O)oc2c1
    -6%[10.9 µM]	4.3%	-18%	7%
- Cn1c(CSc2nc3ccc(Br)cc3[nH]2)nc2ccccc21
    8%	?	11%	11%

Full records, quoted from the list.
CCCCOc1ccc(NC2=NC3(CCCC3)N=C(N)N2)cc1 is listed as Imprint erasure: -39%[inhibitor]; IkB sig inh: 4.1%; p53ts 39C tox: 9%; p53ts 32C tox: 10%
CCC/C=C(\CCC)C(NS(=O)(=O)c1cccc2cccnc12)c1ccc(-c2ccccc2)cc1 (stereo not drawn) is listed as Imprint erasure: 8%; IkB sig inh: nt; p53ts 39C tox: 5%; p53ts 32C tox: 17%

The listing continues.
The line under a structure holds: Imprint erasure	IkB sig inh	p53ts 39C tox	p53ts 32C tox
- Cc1nc2cc(NC(=O)COc3ccc(C#N)cc3)ccc2n1-c1ccccc1
    -8%	0.9%	0%	6%
- Cc1ccc(-c2nn3c(C)nnc3s2)cc1NCc1c(F)cccc1Cl
    -21%	3.7%	-6%	4%
- Cc1ccc(Nc2nnc(SCc3ccccc3)s2)cc1
    nt	nt	7%	1%
- O=C(CCn1c(=O)oc2ccccc21)Nc1nccs1
    -3%	-0.4%	-15%	-5%
- Cc1ccc(NC(=O)CC(c2ccc(F)cc2)N2Cc3ccccc3C2=O)cc1C (stereo not drawn)
    10%[10.9 µM]	0.6%	-4%	-8%
- CCOc1ccc2nc(NC(=O)C(CCSC)NS(=O)(=O)c3cccs3)sc2c1 (stereo not drawn)
    -14%	2.4%	-9%	-2%
- N#CC(C(=O)Nc1cccc(Cl)c1)=C1Nc2ccccc2N1
    -14%	3.3%	2%	4%
- COc1ccc(C)cc1-n1c(SCC(=O)NCc2ccco2)nc2c([nH]c3ccccc32)c1=O
    -6%[10.9 µM]	?	?	4%
- CC1=C(C(=O)Nc2ccc(C)cc2)C(c2ccc(N(C)C)cc2)NC(=O)N1 (stereo not drawn)
    -5%	3.8%	5%	8%
- O=C1CCCC(=NCc2ccco2)C1
    -5%	-0.1%	19%	0%
- CCOC(=O)c1ccc(N=C2C(=S)N(c3ccc(C(=O)OCC)cc3)C(=N)N2/N=C/c2ccccc2)cc1
    nt	nt	-8%	-1%
- CC(C)CCn1c(CN2CCN(Cc3ccccc3)CC2)nc2c1c(=O)n(C)c(=O)n2C
    3%	0.5%	18%	2%
- CCNC(=O)c1ccc(CSc2nc3ccncc3n2Cc2ccc(F)cc2)cc1
    6%[10.9 µM]	?	-1%	0%
- COC(=O)c1ccccc1NC(=O)Cn1c(=O)nc(-c2ccccc2)c2cc(Cl)ccc21
    -13%[10.9 µM]	9.9%	-6%	19%
- COc1ccc(S(=O)(=O)NC(C)(C)C)cc1-c1nnc2c3ccccc3c(C)nn12
    -18%[10.9 µM]	2.0%	19%	6%
- C[n+]1ccccc1/C=N\O
    -1%[16.8 µM]	0.2%[25.6 µM]	12%[20.6 µM]	1%[20.6 µM]
- CCOCCCN(C(=O)Cn1nnc2ccccc21)C(C(=O)NCc1ccco1)c1ccncc1 (stereo not drawn)
    nt	7.4%	2%	2%
- Cc1nnc2sc(-c3ccc(NC(=O)CSc4ccc(Cl)cc4)cc3)nn12
    -36%[inhibitor]	3.5%	37%[activator]	0%
- COc1cccc(NS(=O)(=O)c2ccc(S(=O)(=O)N3CCOCC3)cc2)c1
    -12%	1.8%	-6%	28%
- COc1ccc(S(=O)(=O)c2c(Nc3ccc(F)cc3)sc(C(=O)c3ccc(C)cc3C)c2N)cc1
    2%[10.9 µM]	1.1%	-8%	7%
- O=C(C1CCN(S(=O)(=O)c2cccc3nsnc23)CC1)N1CCCc2ccccc21
    -16%	?	-7%	-1%
- COc1ccc(OC)c(NC(=O)C2CCCN(S(=O)(=O)c3ccc4c(c3)CCCC(=O)N4)C2)c1 (stereo not drawn)
    -6%[10.9 µM]	?	-4%	-8%
- C/C(Cl)=C/Cn1c(NCCCn2ccnc2)nc2c1c(=O)[nH]c(=O)n2C
    0%	?	2%	-11%
- COc1ccc(Cn2nnnc2C(c2ccccc2)N2CCN(C3CCCC3)CC2)cc1 (stereo not drawn)
    -1%	0.4%	6%	-19%
- CC1CC(C)CN(c2ncc3c(n2)CC(c2ccccc2Cl)CC3=O)C1 (stereo not drawn)
    -15%	1.4%	1%	5%
- CCCCc1nc(SCC(=O)Nc2ccc(S(N)(=O)=O)cc2)n[nH]1
    -9%	0.4%&-0.1%	11%	4%
- O=C1OC(C(=O)Nc2ccc(Cl)c(C(F)(F)F)c2)Cc2ccccc21 (stereo not drawn)
    8%[10.9 µM]	1.1%	0%	-11%
- CC(C)N1C(=O)C2C(C(=O)NCc3ccccc3)C3C=CC2(O3)C1C(=O)NC(C)(C)C (stereo not drawn)
    -3%	0.9%	-7%	1%
- Oc1ccc(-c2nc3ccc(Cl)cn3c2Nc2ccc3c(c2)OCO3)cc1
    -4%[10.9 µM]	-1.9%	7%	-10%
- CN(C)c1nc2n(c(=O)n1)CCO2
    2%	0.8%	5%	-6%
- C=CCN(CC(=O)NCC1CCCO1)C(=O)CCC(=O)Nc1cc(C)on1 (stereo not drawn)
    nt	0.0%	9%	0%
- NC1(C(=O)NC2(C(=O)O)CCCC2)CCCC1
    -12%[10.9 µM]	-0.2%[11.4 µM]	6%[9.22 µM]	1%[9.22 µM]
- CN1CCN(C(c2ccc(Cl)cc2Cl)c2sc3nc(-c4ccco4)nn3c2O)CC1 (stereo not drawn)
    -12%[10.9 µM]	-0.9%	14%	-16%
- COc1ccc(C(C)N2CC34C=CC(O3)C(C(=O)OCC(C)C)C4C2=O)cc1 (stereo not drawn)
    -13%	-1.5%	3%	4%
- CC(N=Cc1cccc(O)c1O)c1ccccc1 (stereo not drawn)
    -29%	?	-20%	9%
- COc1ccccc1CNC(=O)CCC1N=C2c3ccccc3N=C(SCc3ccc(Cl)cc3)N2C1=O (stereo not drawn)
    -12%[10.9 µM]	?	8%	24%
- CCCN(CCC)c1nc2ccccc2nc1C(C#N)C(=O)OCCOC (stereo not drawn)
    -19%	0.2%	5%	20%
- O=C(CCOc1ccccc1)N(Cc1cccnc1)c1nc2c(F)cccc2s1
    -16%[10.9 µM]	?	6%	4%
- Cc1ccc(NC(=O)CSc2nnc(COc3ccc(C#N)cc3)n2-c2ccccc2)cc1C
    -21%	?	-9%	5%
- Cc1ccc(OCC(=O)Nc2ccc(OCc3cc(=O)n4cccc(C)c4n3)cc2)cc1C
    -6%[10.9 µM]	1.9%	9%	3%
- Cc1cc(=O)n2nc(N3CCCC(C(=O)N4CCOCC4)C3)sc2n1 (stereo not drawn)
    -8%	-1.8%	-7%	6%
- Cc1cccc(Oc2coc3cc(OCC(=O)NC4CCCCC4)ccc3c2=O)c1
    -5%[10.9 µM]	34%	-9%	4%
- COc1ccc(CNC(=O)c2ccc(NC(=O)C3CCCO3)cc2)cc1 (stereo not drawn)
    -4%	1.7%	0%	4%
- COc1ccc(OC)c(S(=O)(=O)N2Cc3ccccc3CC2C(=O)Nc2ccc(Cl)cc2)c1 (stereo not drawn)
    -11%[10.9 µM]	?	4%	13%
- Cc1ccc2c(c1)nnn2C1CCN(CC(=O)NCCc2nc3ccccc3[nH]2)CC1
    -6%	0.6%	-1%	7%
- COc1ccc(-c2noc(CCC(=O)NCCCN3CCC(Cc4ccccc4)CC3)n2)cc1
    -29%	?	?	-10%
- COC(=O)c1ccccc1NC(=O)c1cc(C2CC2)on1
    -28%	6.9%	-18%	-4%
- COC(=O)[C@H](CCSC)NC(=O)C/C=C\[C@@H](C)[C@@H](CO)OC
    nt	nt	-6%[9.22 µM]	6%[9.22 µM]
- COc1cccc(CNC(=O)Cc2c(C)c3cc4c(C)coc4cc3oc2=O)c1
    -11%[10.9 µM]	?	-19%	2%
- CCOC(=O)Cn1c(=O)c2c(nc3n2CCS3)n(C)c1=O
    nt	3.1%	2%	3%

Other structures.
The line under a structure holds: Imprint erasure	IkB sig inh	p53ts 39C tox	p53ts 32C tox
- O=S1(=O)CCN2C(Cc3ccc(SC(F)F)cc3)=CSC2=N1
    7%	-1.1%	-3%	-7%
- CC(=O)c1c(Nc2ccc3c(c2)OCCO3)oc(C)cc1=O
    -4%	?	-1%	-21%
- CC(=Nc1ccc2c(c1)nc(CO)n2C)C1=C(O)CC(C)(C)CC1=O
    -10%	0.2%	1%	0%
- CC(=O)c1cc2c(cc1N/C(=N/S(=O)(=O)c1ccc(C)cc1)c1ccccc1)OCO2
    3%[10.9 µM]	-1.2%	2%	6%
- CCOc1ccc(NC(=O)C2CC(=O)N(C)C(=Nc3ccc4c(c3)OCO4)S2)cc1 (stereo not drawn)
    6%	0.2%	-9%	-8%
- COc1cc([N+](=O)[O-])ccc1NC(=O)N1CCC2(CC1)Nc1cc(F)ccc1-n1cccc12
    -16%[10.9 µM]	?	1%	6%
- CCOc1ccc(NC(=O)CSc2cn(CC(=O)N3CCCCCC3)c3ccccc23)cc1
    -23%[10.9 µM]	-0.8%	8%	7%
- Cc1ccc(SCc2cc(=O)n3[nH]c(C)nc3n2)cc1
    -44%[inhibitor]	5.2%	-14%	-7%
- Cc1ccc(OCC(=O)N(Cc2ccco2)Cc2ccco2)cc1
    -8%[10.9 µM]	?	-16%	10%
- CCN(CC)C(=O)Cn1c(=O)n(-c2ccccc2)c(=O)c2c3c(sc21)CCC3
    7%[10.9 µM]	2.5%	-1%	14%
- COc1ccc(-c2cc(C(F)(F)F)nc(NCCc3ccccc3)n2)cc1
    -15%[10.9 µM]	?	-14%	-3%
- Fc1ccc(-c2noc3ncnc(NCc4cccc(Cl)c4)c23)cc1
    -7%[10.9 µM]	?	-15%	-6%
- CCOc1ccccc1NC(=O)Cn1c(=O)n(CC(=O)NCc2ccccc2Cl)c(=O)c2sccc21
    7%[10.9 µM]	17%	?	-3%
- Cc1cccc(/C=N/n2c(C)cc(C)c(C#N)c2=O)c1
    nt	nt	-14%	-20%
- CCOc1ccc(NC(=O)c2sc3nc4c(c(-c5ccc(OC)cc5)c3c2N)C(=O)CC(C)(C)C4)cc1
    -14%[10.9 µM]	-0.9%	-26%	1%
- O=C(CN1CCN(c2ccccn2)CC1)N1c2ccccc2Sc2ccc(C(F)(F)F)cc21
    -13%	0.7%	2%	3%
- CCCCN(CCCC)C1=C(C(=O)c2ccccc2)N(C)S(=O)(=O)c2ccccc21
    -5%[10.9 µM]	?	7%	-5%
- COc1ccccc1N1CCN(C(=O)c2cc3c(-c4ccccc4F)nn(C)c3s2)CC1
    -16%[10.9 µM]	?	17%	15%
- Cc1ccc2c(c1Br)C(O)(CC(=O)c1ccc(F)cc1)C(=O)N2 (stereo not drawn)
    -4%[10.9 µM]	?	-11%	-2%
